Source: PubChem BioAssay (National Center for Advancing Translational Sciences (NCATS))
S3 lipid droplet = qHTS Assay for Lipid Storage Modulators in Drosophila S3 Cells; AID 2685; Drosophila S3 cells, BODIPY lipid droplet fluorescence, 18-24 h; cells fed with added oleic acid; lipid storage change, negative = inhibition, % at the top dose, mostly 46.1 µM; hits show Potency in µM; 320,000 compounds, 0.64% hits; active means well fitted inhibition curve with a large enough effect in the signal ratio, with a control signal flat, not every such curve was filed as active; inconclusive means small, poorly fitted or top-dose-only effect, or effect the other way, or a change in a side signal; the % refers to the signal ratio
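Drosophila S3 cells got compounds at several concentrations plus oleic acid (400 uM solution). Laser-scanning cytometry with 488 nm excitation read lipid droplets at 500-530 nm and cells at 575-640 nm. Percent activity was relative to 20 uM Triacsin C.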
S3 lipid droplet cell count max = second read-out of S3 lipid droplet, no call of its own (marks repeat the call); cell number change, %; measured here: cell count max response;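 cells counted by Cell Tracker Red CMTPX staining in the red channel; peak over a dose series mostly up to 46.1 µM; percent activity relative to internal control wells on each plate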
* = called active by the depositor; i = inactive; ? = inconclusive; nt = not tested or not shown. On the % scale 0 is the no-effect control and ±100 the full control effect; potency means the concentration at half of the fitted maximal effect. Only part of the results is shown. The share of hits here may be higher or lower than overall.

SMILES	S3 lipid droplet	S3 lipid droplet cell count max
O=C(CN1CCN(c2nc(-c3ccccc3)cs2)CC1)Nc1ccc2c(c1)OCO2	i	-3
Cn1c(=O)c(C(=O)NCc2ccccc2Cl)c(O)c2ccccc21	14%	-1
CCOc1cc(S(=O)(=O)NCc2ccco2)c(OCC)cc1-n1cnnn1	?	nt
O=Cc1cccn1-c1cccnc1	?	nt
CC(C)(C)NC(=O)NC(=O)COC(=O)c1c(F)cccc1Cl	-4%	0
CS(=O)(=O)N(CC(=O)N1CCN(c2ccccc2F)CC1)c1cccc(C(F)(F)F)c1	?	nt
CCOC(=O)C1CCCN(Cc2cccc(Cl)c2)C1 (stereo not drawn)	0%	7
CN1CCN(C(=O)c2cccc(S(=O)(=O)N3CCCCC3)c2)CC1	?	nt
O=C(/C=C/c1cccc([N+](=O)[O-])c1)OCC1CCCO1 (stereo not drawn)	5%	-9
Cc1cccc(NC(=S)N=Nc2c(O)n(CN3CCOCC3)c3ccccc23)c1C	?	nt
C/C(=N\NC(=O)c1ccc(-c2ccccc2)cc1)c1cccc(N)c1	?	nt
CC(C)(C(=O)O)c1ccc([C@H](O)CCCN2CCC(C(O)(c3ccccc3)c3ccccc3)CC2)cc1	-5%	26
O=C(N/N=C/c1ccccc1)c1ccc2c(c1)OCO2	12%	-1
O=C(Cc1ccc(F)cc1)Nc1ccc(S(=O)(=O)N2CCCCC2)cc1	?	nt
CCC(C(=O)Nc1nc(C)c(C)s1)c1ccccc1 (stereo not drawn)	-17%	-7
COc1ccc(C(=O)OCC(=O)Nc2ccc3[nH]c(=O)[nH]c3c2)c(OC)c1OC	18%	8
COc1cc(C(c2c(C)[nH][nH]c2=O)c2c(C)[nH][nH]c2=O)cc(Cl)c1O	?	nt
O=C(O)c1cccc(N2CCCC2=O)c1	?	nt
COc1cc(S(=O)(=O)NCc2ccncc2)c(OC)cc1C	?	nt
CCc1ccc(C(=O)CN2C(=O)NC3(CCc4ccccc43)C2=O)cc1 (stereo not drawn)	?	nt
C=CCn1c(SCC(=O)Nc2nnc(C)s2)nnc1C1CC1	i	-19
Cc1ccc(NC(=O)COC(=O)c2csc3c2CCC(C)C3)cc1S(=O)(=O)N1CCCCC1 (stereo not drawn)	?	nt
CN(Cc1nc(-c2cnccn2)no1)Cc1cccc2ccccc12	-5%	0
CC(C)C(=O)N1CCN(CCN=CC2=C(O)CC(c3ccco3)CC2=O)CC1 (stereo not drawn)	?	nt
CC(C)CNC(=O)[C@H]1N2C(=O)c3ccccc3C2SC1(C)C (stereo partly drawn)	-9%	0

2 entries from above in a different format.
canonical_smiles | S3 lipid droplet | S3 lipid droplet cell count max
CCC(C(=O)Nc1nc(C)c(C)s1)c1ccccc1 (stereo not drawn) | -17% | -7
COc1ccc(C(=O)OCC(=O)Nc2ccc3[nH]c(=O)[nH]c3c2)c(OC)c1OC | 18% | 8

Continuation.
SMILES	S3 lipid droplet	S3 lipid droplet cell count max
COc1cccc(CNc2nc3nc(C)c(Cl)c(C)n3n2)c1	?	nt
O=C(N/C(=C/c1cccc([N+](=O)[O-])c1)C(=O)N1CCOCC1)c1ccc(Br)cc1	?	nt
C=CCNC(=S)NNc1nc(Nc2ccccc2)nc(N2CCCCC2)n1	?	nt
CC1CN(C(=O)CN2C(=O)c3ccccc3C2=O)CC(C)O1 (stereo not drawn)	23µM*	-25*
CN(C)NC1=CC(=[N+]2CCCC2)CC(C)(C)C1	?	nt
COc1cc2c(cc1OC)/C(=C/C(=O)c1ccccc1)NCC2	7%	13
COc1ccc(-c2cc(C(F)F)n3ncc(C(=O)N4CCCc5ccccc54)c3n2)cc1	?	nt
CCc1ccc(NS(=O)(=O)c2cccs2)cc1	i	nt
COc1ccccc1NC(=O)Cn1c(CCC(=O)O)ccc1-c1ccc(C)cc1	?	nt
Oc1ccc(-c2onc(C(F)(F)F)c2-c2cscn2)c(O)c1	i	nt
Cc1ccc(-n2c(=O)c(C#N)cc3c(=O)n4ccccc4nc32)cc1	7%	nt
Cc1ccc(/C=C(\C#N)C(=O)NCc2ccco2)o1	4%	nt
CCOc1ccc(NC(=O)c2cccc(OC(=S)N3CCC(C)CC3)c2)cc1	-19%	14
O=C(NCc1cccnc1)c1cnc2n(c1=O)CCS2	1%	-3
Cc1cc(=O)[nH]c(SCC(=O)C23CC4CC(CC(C4)C2)C3)c1C#N	2%	-8
Oc1cc(Cc2ccccc2)cnc1CN1CCOCC1	?	nt
Cc1cc(-c2cc(C(=O)NCc3ccccc3)on2)nc(S(C)(=O)=O)n1	-5%	-18
Cc1cc2c(o1)CC(C)(C)CC2=O	?	nt
CCCNC(=S)Nc1ccc(F)cc1F	-2%	4
O=C(NS(=O)(=O)Nc1ccc(Br)cn1)c1c[nH]c2ccccc12	?	nt
CC(NC(=O)CN1CCN(c2ncccn2)CC1)c1ccc(F)cc1 (stereo not drawn)	i	-24
O=C(c1cccc(F)c1)N1CCCN(C(=O)c2cccc(F)c2)CC1	?	nt
Cn1cccc1C(=O)NCCc1ccccc1	?	nt
Nc1ccccc1Nc1cccc(C(F)(F)F)c1	-9%	-14
COc1ccc(C2C(C#N)=C(N)OC3=C2C(=O)CCC3)cc1Cn1cc([N+](=O)[O-])cn1 (stereo not drawn)	7%	-3

(listing goes on)
SMILES	S3 lipid droplet	S3 lipid droplet cell count max
O=C(CCN1C(=O)S/C(=C/c2ccc(Cl)cc2)C1=O)N1CCOCC1	?	nt
CCc1cc[n+](-c2nc3ccccc3nc2[N-]S(=O)(=O)c2ccc(Br)s2)cc1	?	nt
Cc1ccc(-n2c(C)n[nH]c2=S)cc1C	2%	13
Cc1ccc(Cc2c(C)c(C#N)c3[nH]c4ccccc4n3c2=O)cc1	?	nt
O=C(O)c1c(Cl)nc2ccccn12	4.6µM*	-7.3*
CC(C)c1nc2sc3c(SCC(=O)NCc4ccco4)ncnc3c2c2c1CCC2	?	nt
CSc1ccc(S(=O)(=O)N2CC(=O)Nc3ccccc32)cc1	-17%	-2
CCOCCCNC(=O)CN(Cc1ccc(Cl)cc1)S(C)(=O)=O	?	nt
Cc1cc2c(cc(C(=O)NCc3cccnc3)n2Cc2ccc(Cl)cc2)o1	?	nt
Cc1ccc(C)c(N=Cc2cc3c(cc2[N+](=O)[O-])OCO3)c1	?	nt
Cc1nc2cc(NC(=O)NCc3ccc4c(c3)OCO4)ccc2o1	?	nt
CCC1Oc2ccccc2N(CC(=O)NCCCN2CCN(c3ccc(OC)cc3)CC2)C1=O (stereo not drawn)	i	-1
C/C(=N/NC(=O)CNC(=O)c1cccnc1)c1ccc(Cl)cc1	-13%	nt
COC(=O)Nc1ccc(S(=O)(=O)Nc2cc(OC)nc(OC)n2)cc1	-4%	17
O=C(CSc1ccc(Br)cc1)NCC(c1ccco1)N1CCCCC1 (stereo not drawn)	?	nt
O=C(NCc1ccc(F)cc1)c1cc(C(=O)C2CC2)c[nH]1	?	nt
CCCOC(=O)c1ccc(NC(=O)c2ccc(Br)o2)cc1	?	nt
Brc1ccc(OCCCCN2CCCCC2)cc1	?	nt
CCOC(=O)CN1CC23C=CC(O2)C(C(=O)Nc2ccc(F)c(C)c2)C3C1=O (stereo not drawn)	?	nt
COc1ccccc1NC(=O)C12CCC(C)(C(=O)C1)C2(C)C (stereo not drawn)	-2%	11
O=C(Cn1cccc1C(=O)c1ccccc1)NCCCc1ccccc1	?	nt
Cc1ccc(NC(=O)c2cc(NC(=O)c3ccco3)ccc2N2CCCCC2)cc1	6%	nt
CN(Cc1c(C(=O)N/N=C/c2cccc(O)c2)nnn1-c1nonc1N)C1CCCCC1	i	22
CCOC(=O)c1c(C)oc2ccc(OCC(=O)N(CC)CC)cc12	i	nt
COc1ccc(NC(=O)COc2ccc(Br)cc2)c(OC)c1	6%	-3

Other structures
SMILES	S3 lipid droplet	S3 lipid droplet cell count max
Cc1cccc(NC(=O)CSc2nnc(-c3ccccc3Br)o2)c1C	10%	-19
CC1(C)CC(=O)C(C(=O)C2CCN(S(=O)(=O)c3ccccc3)CC2)C(=O)C1	?	nt
Cc1nc2c(c(=O)c3ccccc3n2C)c(=O)n1-c1ccccc1	4%	18
COCCCNC(=O)C1CCN(c2ccc(N3CCOCC3)nn2)CC1	-9%	-20
CC(C)N(C(=O)CSc1nc2ccccc2c(=O)[nH]1)C(C)C	12%	5
CN(C)CCN(Cc1cc2cc3c(cc2[nH]c1=O)OCO3)C(=S)NCc1ccco1	7%	15
CN(C)CCCOC(=O)COc1ccc(C(C)(C)C)cc1	?	nt
CC(O)/C=C/C1OC(=O)CC1Nc1ccc(C=O)cc1 (stereo not drawn)	-13%	-3
O=C(Nc1ccc(N2CCOCC2)cc1)c1cc2c(s1)CCCCC2	?	nt
C/C(=N\NC(=O)c1nnn(-c2nonc2N)c1-c1cccs1)c1cccc(O)c1	i	-7
Cc1ccc(Cl)cc1NC(=O)CCn1cccc1	7%	-18
O=C(N/N=C/C(Cl)=C/c1ccc([N+](=O)[O-])cc1)C(=O)Nc1ccc(C(=O)O)cc1	4%	10
O=[N+]([O-])/C(C(=C(Cl)Cl)N1CCN(Cc2ccccc2)CC1)=C1\NCCN1Cc1ccc(Cl)nc1	-1%	1
CC(C)CN(C(=O)C1CSC2(C)CCC(=O)N12)c1c(N)n(Cc2ccccc2)c(=O)[nH]c1=O (stereo not drawn)	?	nt
CCCS(=O)(=O)N1CCCC(C(=O)NC2CCCC(C)C2C)C1 (stereo not drawn)	i	24
Cc1cccc(OCCNC(=O)c2cncc(Br)c2)c1	?	nt
O=C1CC(c2ccccc2)CC(O)=C1C=NC1CCCC1 (stereo not drawn)	21%	-1
O=C(CSc1nnc(COc2ccccc2F)n1-c1ccccc1)NC1CCS(=O)(=O)C1 (stereo not drawn)	9%	-4
Cc1cccc(-c2noc(CCC(=O)NC3CCCC3)n2)c1	?	nt
O=C(CC1C(=O)NCCN1Cc1ccc(-c2ccccc2)cc1)NCCCn1ccnc1 (stereo not drawn)	?	nt
COc1ccccc1C/C(N)=N/OC(=O)c1ccc(C)c([N+](=O)[O-])c1	?	nt
O=C(CSc1nc2ccsc2c(=O)n1-c1ccccc1)N1CCCC1	?	nt
O=C(Cn1c(=O)oc2cc(S(=O)(=O)N3CCCCC3)ccc21)N1CCc2ccccc2C1	?	nt
CCOC(=O)c1c(C)nn(Cc2cccc(Cl)c2)c1N	?	nt
CC1CCCN(C2=C(Cl)C(=O)N(c3cccc(Cl)c3)C2=O)C1 (stereo not drawn)	?	nt

Record cards, as listed above.
`Cc1ccc(Cl)cc1NC(=O)CCn1cccc1` in the list: S3 lipid droplet: 7%; S3 lipid droplet cell count max: -18
`Cc1cccc(OCCNC(=O)c2cncc(Br)c2)c1` in the list: S3 lipid droplet: ?; S3 lipid droplet cell count max: nt

Next compounds:
SMILES	S3 lipid droplet	S3 lipid droplet cell count max
Cc1ccccc1NC(=S)/C(=C(\[O-])c1cc(C)n(Cc2ccccc2Cl)c1C)[n+]1ccccc1	12%	nt
CC12CN3CCN(CC(C3)/C1=N\NC(=O)Nc1cccc(Cl)c1)C2	5%	nt
COCCNC(=S)N/N=C(\C)c1ccc(O)cc1	17%	2
CCC(=O)N1CCc2cc(S(=O)(=O)NCCC(=O)N3CCN(c4cccc(C)c4)C(C)C3)ccc21 (stereo not drawn)	?	nt
CCN1CCN(c2nc3ccccc3nc2C(C#N)S(=O)(=O)c2ccc(C)c(C)c2)CC1 (stereo not drawn)	i	nt
NC(=O)c1nn(-c2ccccc2)nc1NC(=O)CN1CCOCC1	i	-5
CCCCn1c(N)c(N(CC(C)C)C(=O)C2CCN(S(=O)(=O)c3ccc(F)cc3)CC2)c(=O)[nH]c1=O	?	nt
CCCOC(=O)c1ccc(NC(=O)c2cnccn2)cc1	?	nt
CCn1cc(/C=C(\NC(=O)c2ccccc2Cl)C(=O)NCCN2CCOCC2)c2ccccc21	-5%	nt
COc1ccc(NC(=O)CN(Cc2ccccc2)S(C)(=O)=O)c(OC)c1	?	nt
CC(C)Nc1nc(Cl)nc(NCCOc2ccccc2)n1	15%	0
CCN1CCN(C(=O)c2ccc3c(c2)S(=O)(=O)c2ccccc2C3=O)CC1	8%	17
O=C(NC1CCCCC1)C1(c2ccccc2)CC1(Cl)Cl (stereo not drawn)	?	nt
O=C(NCc1cccc(C(F)(F)F)c1)C1CCN(c2ncccn2)CC1	?	nt
CCOC(=O)C1CCN(C(=O)/C=C/c2ccccc2)CC1	?	nt
CCc1nc2nc(C)c(NS(=O)(=O)c3ccc(CC(C)C)cc3)c(=O)n2[nH]1	?	nt
CC(C)c1ccc(C2CC(=O)c3cnc(NC(=O)c4ccco4)nc3C2)cc1 (stereo not drawn)	?	nt
Cc1ccc(S(=O)(=O)NCc2ccc(C(=O)N3CCN(c4ccccn4)CC3)cc2)cc1	?	nt
CC(=O)c1cc(F)c(N2CCN(C(=O)COc3ccccc3F)CC2)cc1C	-3%	-14
COc1ccccc1CC(=O)N(CCC#N)CCC#N	0%	-9
O=C(Nc1ccc2oc(-c3ccncc3)nc2c1)c1c(F)c(F)c(F)c(F)c1F	-6%	-17

Sorted by value in S3 lipid droplet cell count max (largest number first): 5 from the list above.
SMILES	S3 lipid droplet	S3 lipid droplet cell count max
COCCNC(=S)N/N=C(\C)c1ccc(O)cc1	17%	2
CC(C)Nc1nc(Cl)nc(NCCOc2ccccc2)n1	15%	0
NC(=O)c1nn(-c2ccccc2)nc1NC(=O)CN1CCOCC1	i	-5
CC(=O)c1cc(F)c(N2CCN(C(=O)COc3ccccc3F)CC2)cc1C	-3%	-14
O=C(Nc1ccc2oc(-c3ccncc3)nc2c1)c1c(F)c(F)c(F)c(F)c1F	-6%	-17
